Bioassay records from PubChem BioAssay.
NPC1 prom act = qHTS Assay for NPC1 Promoter Activators; Huh7 NPC1 promoter luciferase reporter, 24 h; Potency, µM (highest dose often 9.22 µM), for the others: at the highest dose activation, hits mostly activators; 2.4% of 320,000 active; AID 485313, 2010;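 further: potency means the concentration at half of the fitted maximal effect; % of control where 0% means no effect; nearly all actives have a fitted effect of over 60% in size; reporter is driven by a mutant NPC1 promoter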
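Huh7 reporter cells (NPC1 promoter driving luciferase) are dosed with compound for 24 h at 37 °C, 5% CO2; luciferase detection reagent is then added and luminescence measured after 10 min at ambient temperature.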
FLuc modulator = qHTS profiling assay for firefly luciferase inhibitor/activator using purifed enzyme and Km concentrations of substrates (counterscreen for miR-21 project). Luciferin 4-monooxygenase (Photinus pyralis), P08659. purified FLuc, Km substrates, luminescence inhibition. Potency, µM (top dose mostly 57.5 µM), without a hit: at the top dose activity change, negative = inhibition, hits mostly inhibitors. 6.9% of 360,000 active. AID 588342, 2011;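 further: potency means the concentration at half of the fitted maximal effect; plate controls were vehicle for no effect and reference inhibitor for full effect; nearly all actives have a fitted effect of over 55% in size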
Target sequence (P08659 whole entry, looked up): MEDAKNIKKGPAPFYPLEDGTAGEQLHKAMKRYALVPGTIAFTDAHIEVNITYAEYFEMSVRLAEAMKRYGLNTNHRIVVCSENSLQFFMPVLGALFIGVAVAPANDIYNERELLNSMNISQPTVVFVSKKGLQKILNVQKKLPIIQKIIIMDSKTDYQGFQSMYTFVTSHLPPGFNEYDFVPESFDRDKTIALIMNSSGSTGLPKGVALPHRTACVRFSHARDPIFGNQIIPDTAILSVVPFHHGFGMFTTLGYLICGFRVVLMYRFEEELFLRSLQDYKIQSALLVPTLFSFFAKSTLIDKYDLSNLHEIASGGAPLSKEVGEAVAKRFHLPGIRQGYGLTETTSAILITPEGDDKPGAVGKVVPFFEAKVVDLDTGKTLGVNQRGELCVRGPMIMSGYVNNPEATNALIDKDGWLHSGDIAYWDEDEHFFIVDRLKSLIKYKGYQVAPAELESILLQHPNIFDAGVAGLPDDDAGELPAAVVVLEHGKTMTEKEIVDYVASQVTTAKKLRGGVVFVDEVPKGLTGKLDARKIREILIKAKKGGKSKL
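Biochemical qHTS of compounds, final roughly 60 µM downward over six points, against 10 nM purified firefly luciferase using Km concentrations of substrates (10 uM D-luciferin, 10 uM ATP) in Tris acetate pH 7.5 buffer; luminescence output.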
Rab9 promoter act = qHTS Assay for Rab9 Promoter Activators; Huh7 Rab9 promoter-luciferase reporter, luminescence, 24 h; Potency, µM (top dose mostly 9.22 µM), inactives show at the highest dose activation, negative = inhibition, most hits filed as activators; 2.8% of 320,000 active; further: potency means the concentration at half of the fitted maximal effect; % of control where 0% means no effect; nearly all actives have a fitted effect of over 60% in size
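Luciferase signal after 10 min detection reagent at ambient indicates Rab9 promoter upregulation; stably transfected Huh7 cells were treated 24 h with compound in DMSO at 37 °C, 5% CO2.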
BRCA1 expr act = qHTS Assay to Identify Small Molecule Activators of BRCA1 Expression | MCF7-BRCA1-FFLuc reporter, luminescence, 48 h; response scale: scaled: vehicle 0%, 10 µM genistein 100% | Potency, µM (top dose mostly 46.1 µM), for the others: at the top dose activation, most hits filed as activators | 1.1% of 380,000 active; further: potency means the concentration at half of the fitted maximal effect; nearly all actives have a fitted effect of over 80% in size; some results filed as inactive show a strong effect at the top dose
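Reporter cells (MCF7, BRCA1 promoter-firefly luciferase) received library compounds across a concentration series for 48 h. End-point luminescence was measured and concentration-effect curves derived after normalization.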
RORgamma inh = qHTS for inhibitors of ROR gamma transcriptional activity. 5.4% of 310,000 active. Nuclear receptor ROR-gamma (Mus musculus), P51450. Potency, µM (top dose mostly 53.6 µM), without a hit: at the highest dose activity change, negative = inhibition, most hits filed as inhibitors. Drosophila S2 Gal4-RORgamma UAS-luciferase reporter, 20 h; further: potency means the concentration at half of the fitted maximal effect; on the % scale 0 is the no-effect control and ±100 the full control effect; nearly all actives have a fitted effect of over 60% in size
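Drosophila Schneider cells stably carrying a metallothionein-driven Gal4 DBD–ROR gamma fusion and a UAS-Photinus luciferase reporter were exposed to compound for 1 hr, then induced with copper sulfate (700 uM final) for 20 hr at ambient temperature before luminescence reading.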
Giardia kill = Small Molecules that selectively kill Giardia lamblia: qHTS. 0.15% of 340,000 active. Giardia lamblia trophozoite viability. activity change, % at 7.66 µM, hits read low; in the data active means activity change below about -80%; inconclusive means between about -30% and that limit;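 further: parasites exposed to compound for two days anaerobically before the ATP read; on the % scale 0 is the no-effect control and ±100 the full control effect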
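Each well holds 100 Giardia trophozoites and compound. After two days (48 hrs) at 37 deg C in anaerobic conditions, ATP is quantified by luminescence.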
Menin-MLL TR inh = qHTS Assay for Inhibitors Targeting the Menin-MLL Interaction in MLL Related Leukemias: Competition With Texas Red Labeled MLL-derived Mutant Peptide; O00255; Menin + Texas Red MLL mutant peptide, fluorescence polarization; Potency, µM (highest dose often 61.6 µM), inactives show top-dose FP activity change, negative = inhibition, most hits filed as inhibitors; 0.23% of 270,000 active; active means well fitted inhibition curve with a large enough effect in the polarisation, with a control signal flat, not every such curve was filed as active; inconclusive means small, poorly fitted or top-dose-only effect, or effect the other way, or a change in a side signal; inactive means no such curve, though single readings can be large or run the other way; the % refers to the polarisation; further: potency means the concentration at half of the fitted maximal effect; % of control where 0% means no effect; many of its hits are not listed in these tables
Target sequence (O00255 whole entry, looked up): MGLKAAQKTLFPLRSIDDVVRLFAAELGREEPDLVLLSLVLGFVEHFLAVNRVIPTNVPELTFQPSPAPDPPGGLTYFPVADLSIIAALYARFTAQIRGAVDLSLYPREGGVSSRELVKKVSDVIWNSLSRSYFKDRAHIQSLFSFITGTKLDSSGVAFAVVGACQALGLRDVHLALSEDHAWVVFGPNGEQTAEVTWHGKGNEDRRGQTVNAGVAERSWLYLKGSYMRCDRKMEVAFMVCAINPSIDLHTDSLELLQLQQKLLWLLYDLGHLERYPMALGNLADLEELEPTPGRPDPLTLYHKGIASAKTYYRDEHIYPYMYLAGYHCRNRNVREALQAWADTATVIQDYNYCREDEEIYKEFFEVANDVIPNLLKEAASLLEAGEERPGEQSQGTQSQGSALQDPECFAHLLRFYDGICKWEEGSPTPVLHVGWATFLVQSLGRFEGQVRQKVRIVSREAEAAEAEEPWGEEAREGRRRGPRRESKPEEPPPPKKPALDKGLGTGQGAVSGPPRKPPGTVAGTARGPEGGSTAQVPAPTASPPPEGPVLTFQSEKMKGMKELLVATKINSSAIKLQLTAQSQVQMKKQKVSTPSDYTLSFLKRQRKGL
ELG1 genotoxic = qHTS screen for small molecules that induce genotoxicity in human embryonic kidney (HEK293T) cells expressing luciferase-tagged ELG1. 1.3% of 330,000 active. AID 504466, 2011. Potency, µM (series often up to 46 µM), inactives show at the highest dose activity change, positive = activation, most hits filed as activators. HEK293T ELG1-luciferase reporter, luminescence, 16 h; further: potency means the concentration at half of the fitted maximal effect; % of control where 0% means no effect; nearly all actives have a fitted effect of over 60% in size
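HEK293T cells expressing luciferase-tagged ELG1 were exposed to compound or DMSO vehicle for 16 hr at 37 °C and 5% CO2. Luciferase activity was then measured with ONE-Glo after 30 min at room temperature.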
Gal4-VP16 FLuc = VP16 counterscreen qHTS for inhibitors of ROR gamma transcriptional activity; 3.5% of 310,000 active; Drosophila S2 Gal4-VP16 UAS-luciferase, luminescence, 20 h; Potency, µM (doses to about 53.6 µM), for the others: at the top dose activity, negative = inhibition, actives largely listed as inhibitors;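 further: Gal4-VP16 expression switched on by copper sulfate through the metallothionein promoter; potency means the concentration at half of the fitted maximal effect; on the % scale 0 is the no-effect control and ±100 the full control effect; nearly all actives have a fitted effect of over 50% in size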
p53 reactivator = qHTS assay for re-activators of p53 using a Luc reporter | H1299 p53-A138V BP100-luciferase reporter, luminescence, 24 h | Potency, µM (highest dose often 92.2 µM), for the others: at the top dose activity change, positive = activation, actives largely listed as activators | 0.063% of 320,000 active; further: potency means the concentration at half of the fitted maximal effect; % of control where 0% means no effect; nearly all actives have a fitted effect of over 45% in size
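p53-null H1299 cells stably carrying temperature-sensitive p53-A138V and a BP100-luciferase reporter were pinned with compounds (4-point, 1:5 series) and held 24 hrs at 37 deg C. Luminescence was read 10 min after detection reagent.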
PKM2 activator = qHTS Assay for Activators of Human Muscle isoform 2 Pyruvate Kinase. purified PKM2, Kinase-Glo ATP luminescence, activation; response scale: 0% is enzyme alone, no compound. Potency, µM (series often up to 57.5 µM), without a hit: at the highest dose activation, most hits filed as activators. 0.34% of 260,000 active; further: potency means the concentration at half of the fitted maximal effect; on the % scale 0 is the no-effect control and ±100 the full control effect; nearly all actives have a fitted effect of over 55% in size
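hPK-M2, >95% pure; 0.1 mM ADP / 0.5 mM PEP final; imidazole pH7.2 buffer w/ 7 mM MgCl2, 50 mM KCl; 1 h RT; Kinase-Glo lum. Intermediate enzyme activity for dual inhibitor/activator qHTS.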
Starred values were filed as active, the others as inactive; ? = inconclusive; / = no result given; [ ] = another dose, or the depositor's remark. Unless noted, the call rests on the fitted dose curve; in most records, active means well fitted curve in the direction sought with a large enough effect; inconclusive means small, poorly fitted or top-dose-only effect, or another doubt; inactive means no such curve, though single readings can be large; an effect the other way counts as inactive or inconclusive. Only part of the results is shown; count on the stated rates, not on these rows.

SMILES | NPC1 prom act | FLuc modulator | Rab9 promoter act | BRCA1 expr act | RORgamma inh | Giardia kill | Menin-MLL TR inh | ELG1 genotoxic | Gal4-VP16 FLuc | p53 reactivator | PKM2 activator
CC1(C)C(=O)OC(c2ccccc2)C(C)(C)C1=O (configuration not stated) | -3.6% | -0.1% | -3.9% | -2.9% | 15.1% | -4.5 | / | -2.7% | 1.0% | 0.2% | -0.7%
CC(OC(=O)CCc1nc2ccccc2[nH]c1=O)c1ccccc1 (configuration not stated) | -3.0% | -4.6% | 10.9% | ? | 8.2% | 13.4 | -9.2% | 0.0% | 4.9% | -2.7% | -3.0%
O=C(CCN1C(=O)/C(=C/c2ccc(F)cc2)SC1=S)Nc1cccnc1 | -2.1% | 0.5% | -0.1% | -14.8% | 15.6% | -5.2 | 13.3% | 0.3% | 2.5% | -2.7% | ?
O=C(CSc1ncnc2scc(-c3ccccc3)c12)N1CCN(c2ccccc2F)CC1 | -1.5% | 3.3% | -1.7% | -59.1% | ? | -0.1 | -6.0% | -9.5% | 4.3% | -1.1% | -13.1%
CC1Cc2cc(S(=O)(=O)N3CCN(c4ccc(Cl)cc4)CC3)ccc2N1C(=O)C1CC1 (configuration not stated) | -33.8%[inhibitor] | -2.2% | -37.3%[inhibitor] | -26.0% | 27.5% | -2.8 | 3.8% | -7.8% | 1.9% | 3.5% | /
Cc1cc(NC(=O)CSc2nc3c(sc4ccccc43)c(=O)n2CCc2ccccc2)n[nH]1 | -0.2% | 0.1% | -0.4% | -28.8% | 1.5% | 19.2 | -18.7% | ? | 1.5% | -0.5% | -5.8%
COc1ccc(CC2(C)OC(c3ccncc3)=NN2C(C)=O)cc1 (configuration not stated) | -4.3% | -1.5% | -6.4% | -14.5% | -0.4% | -14.5 | -13.0% | 1.1% | 18.8% | -4.6% | -5.6%
Fc1ccc2[nH]c3c(NCc4ccccc4)ncnc3c2c1 | -22.5% | -20.7% | -1.1%[1.84 µM] | -74.1%[inhibitor] | ? | 6.1 | ? | -4.7% | 5.62µM* | -2.4% | /
O=C(Cn1cnc2c(nnn2Cc2ccc(F)cc2)c1=O)Nc1ccccc1 | 2.5% | -1.7% | -3.0% | -11.0% | -15.0% | 1.7 | / | 8.5% | ? | -4.4% | 2.0%
NNc1nc2c(F)cc(F)cc2s1 | 24.7% | ? | ? | 43.3% | ? | 16.7 | ? | 14.1% | 17.8µM* | ? | -33.0%
Cc1ccc(NC(=O)COC(=O)c2ccccc2-c2nc3ccccc3s2)c(C)c1 | 3.0% | -3.5% | -0.1% | 2.3% | 37.4% | 6.4 | -4.2% | -6.3% | 0.4% | -8.2% | 3.4%
Cc1nn(C)c(C)c1CN(C)C(=O)c1cc2n(n1)C(C(F)(F)F)CC(c1cccs1)N2 (configuration not stated) | -1.6% | 2.7% | -9.2% | -33.5% | ? | -6.4 | 0.4% | -4.1% | -13.2% | -5.7% | -0.2%
O=S1(=O)[C@H]2C[C@@H]3CC[C@]2(CN1Cc1cccc(F)c1)O3 | -2.6% | -0.6% | -5.1% | 12.0% | 0.0% | -10.4 | / | -2.1% | -2.7% | 2.2% | -8.4%
COc1cc(C(=O)NNC(=O)c2ccccc2OCc2c(C)noc2C)cc(OC)c1OC | -3.6% | 4.4% | -4.5% | -13.9% | / | 6.0 | / | 1.3% | / | -3.4% | /
COc1cccc(CNC(=O)CCC2CCCN(C(=O)c3ccccc3N(C)C)C2)c1 (configuration not stated) | 0.0% | 1.1% | 13.4% | -19.6% | 1.0% | 0.5 | / | 0.2% | -9.0% | -1.3% | 5.5%
CC(C)(O)C#Cc1ccc([C@@H]2C[C@H]3CN(c4ccccc4)C(=O)[C@]34CCCN24)s1 | -37.0%[inhibitor] | 3.3% | -32.2%[inhibitor] | -55.1% | 13.1% | -29.6 | -4.4% | -3.3% | 13.6% | 3.1% | 4.6%
CCCCCC(=O)Nc1cccc(C2=NOC3(C2)C[C@H](C(N)=O)N(C(=O)[C@H]2CCC(=O)N2)C3)c1 (some centres not stated) | 0.1% | -5.3% | -2.4% | 9.5% | 1.4% | -12.8 | / | 2.8% | -1.8% | 0.6% | -1.2%
O=C(NC(=S)Nc1ccc2oc(=O)ccc2c1)c1cccc(F)c1 | -3.6% | -1.9% | 20.7% | 38.0% | 6.31µM* | 0.4 | ? | 2.3% | 1.0% | 5.9% | 0.8%
CCOC(=O)c1ccccc1NC(=O)COC(=O)C(Cc1c[nH]c2ccccc12)NC(C)=O (configuration not stated) | -2.8% | 6.1% | -1.4% | -4.7% | / | 7.9 | / | 0.3% | / | -1.0% | /
CC(C)n1nnnc1SCC(=O)Nc1ccccc1F | -1.1% | -1.6% | 2.5% | -5.4% | 2.4% | 25.6 | -15.2% | -3.9% | -0.7% | 2.9% | -0.8%
COc1ccc(S(N)(=O)=O)cc1C(=O)NCCCN1CCN(c2ccc(C)cc2)CC1 | -2.8% | 0.9% | 2.3% | -19.7% | 2.1% | -5.2 | -13.5% | -2.1% | 4.0% | -4.8% | -1.4%
COc1ccc2cc(CCNC(=O)c3cc4ccccc4o3)c(=O)[nH]c2c1 | 1.6% | 6.0% | -0.6% | -13.9% | 33.9% | 23.7 | / | -4.7% | -3.6% | -20.7% | 0.3%
Cc1cn2c(=O)c(C(=O)N3CCN(c4ccccc4)CC3)cnc2s1 | -1.2% | -0.9% | -3.5% | 22.8% | / | 23.8 | / | -1.2% | / | 4.8% | /
Cc1cc(NS(=O)(=O)c2ccc(NC(=O)COc3ccccc3Cl)cc2)no1 | -0.1% | -5.6% | 0.4% | 11.4% | -16.6% | -3.2 | 13.7% | 1.0% | -4.0% | -10.9% | -7.5%
Cn1c(=O)c2c(nc(NCCCO)n2CCc2ccccc2)n(C)c1=O | -1.7% | 3.0% | 0.9% | -10.4% | 15.6% | 7.1 | 0.5% | -5.8% | -3.7% | 2.6% | -2.2%
SMILES | NPC1 prom act | FLuc modulator | Rab9 promoter act | BRCA1 expr act | RORgamma inh | Giardia kill | Menin-MLL TR inh | ELG1 genotoxic | Gal4-VP16 FLuc | p53 reactivator | PKM2 activator
NCCCC[C@@H](C(=O)NCCCCCCCCCCC(=O)N1CCNCC1)n1cc(CCCC(=O)O)nn1 | 8.5% | -2.6% | -5.9% | 0.0% | / | -2.3 | / | 2.3% | / | 8.2% | /
CN(C)c1ccc(Nc2cc(Cl)ncn2)cc1 | ? | ? | 13.4% | ? | 30.4% | -7.8 | -9.3% | 17.7% | -4.5% | 13.9% | -1.3%
O=C(Nc1ccc(F)cc1)c1ccc2c(=O)n(CC3CCCO3)c(=S)[nH]c2c1 (configuration not stated) | -4.0% | 2.1% | -0.5% | -12.6% | ? | -9.9 | 38.0%[activator] | -18.2% | ? | -3.4% | -0.3%
CCc1nc2c(nnn2Cc2ccc(F)cc2)c(=O)[nH]1 | 14.2% | 2.7% | 9.3% | -4.1% | 15.5% | 14.8 | -10.5% | 5.9% | 11.8% | -1.7% | 8.1%
Cc1ccc(C(=O)N2CCN(S(=O)(=O)c3ccc(C)c([N+](=O)[O-])c3)C2)cc1 | 0.7% | 1.1% | -5.8% | 0.0% | 11.4% | 2.7 | -5.6% | -1.0% | -9.5% | 4.1% | 3.8%
Cc1ccccc1N(Cc1nnc2n1CCCCC2)C(=O)Nc1ccccc1 | 1.4% | 4.3% | -5.9% | -22.4% | 8.8% | -7.3 | -21.4% | 0.0% | 2.7% | 3.2% | -5.8%
CCOC(=O)/C=c1\s/c(=C\c2ccc(C#N)cc2)c(=O)n1CC(=O)NCc1ccco1 | 0.8% | 3.3% | -5.4% | -2.2% | 14.3% | -7.6 | 6.0% | 2.2% | -2.8% | -1.9% | 0.8%
CSc1nnc(-c2ccco2)c(-c2ccco2)n1 | -0.1% | ? | 7.2% | -34.8% | -54.1% | 5.9 | ? | 2.7% | 8.5% | ? | 7.0%
COc1c2c(c(C)c3c1C(=O)OC3)O[C@@]1(C)CC[C@@]3(O)C(C)(C)OC(=O)CC[C@]3(C)[C@H]1C2 | -0.5% | -1.8% | 0.6% | -11.1% | -16.5% | 10.8 | / | -2.3% | 1.2% | -1.6% | -0.1%
CCNc1ccc(C(=O)OCC(=O)NC(C)c2ccccc2)cc1[N+](=O)[O-] (configuration not stated) | 1.1% | -0.8% | 3.5% | -1.8% | 11.4% | -17.4 | -0.4% | 2.1% | -9.0% | -2.7% | -0.1%
Cn1c(SCC(=O)N2CCCC2=O)nc2ccccc21 | 0.9% | 3.7% | 1.8% | 0.0% | -9.7% | -6.9 | -1.8% | 9.9% | -11.4% | -1.8% | -2.4%
